esBAF inh = inhibitors of esBAF chromatin remodeling in mouse ES cells; Bmi1-luciferase knock-in reporter, 24 h; 100% = twice the neutral-well signal; reporter increase, % at 12.5 µM; hit rate 2% among 350,000; AID 602393; in the data active = activation above about 40%; inconclusive = no clear call, values can overlap the other calls;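 also: 0% = median of the plate's neutral control wells and 100% = double that signal; a rise in the Bmi1 reporter signal indicates esBAF inhibition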
Xi reactivation = activators of X-chromosome reactivation in mouse fibroblasts | hit rate 0.055% among 360,000 | XiGFP mouse fibroblasts, % GFP-positive cells imaging, 3 d; cells co-treated with 5-aza-dC sensitizer; scaled so ellipticine positive control = 100% | activation, % at 7.58 µM | AID 743238;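 active = mean normalized replicate activation at least 10% and every replicate at or above 10%; inconclusive = only one of the two criteria met; inactive = mean below 10% and not all replicates reach 10%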;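 also: 0% = median of on-plate neutral control wells and 100% = ellipticine 6 µM median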
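System: SV40-immortalized XiGFP fibroblast cells, line 68-5-11 / Incubation: 3-day compound exposure, then 15 min fixation at room temperature / Compound: single concentration per compound, delivered by pin transfer / Buffer or medium: DMEM plus 5-aza-dC sensitizer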
S100A4 inh HTS = S100A4-myosin IIA interaction inhibition; inhibition, % at 10.7 µM; P26447; AID 652163; hit rate 0.14% among 360,000; S100A4/TAMRA-MyoIIA peptide fluorescence polarization;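 active = mean inhibition of at least 70% across replicates, with every replicate also reaching that level; inconclusive = mean inhibition reaches 70% but some replicates fall short; inactive = mean inhibition below 70%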
Target sequence (P26447 whole entry, looked up): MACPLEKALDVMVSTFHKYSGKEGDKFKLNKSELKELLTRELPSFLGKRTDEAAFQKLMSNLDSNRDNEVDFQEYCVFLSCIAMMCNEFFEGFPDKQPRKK
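Material: S100A4 monomer protein / Buffer or medium: 50 mM HEPES pH 7.2, 10 mM CaCl2, 100 mM KCl / Times: 5 min incubation before reading / Benchmarks: neutral control DMSO, positive control TFP / Reagent: labelled myosin peptide probe, 5 nM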
EWS-Fli block = EWS/Fli transcriptional activity inhibition; A673 NR0B1-luciferase reporter, viability-normalised; inhibition, % at 12.6 µM; hit rate 0.67% among 350,000;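 active = mean inhibition of at least 50% after viability correction, with every replicate also passing that limit; inconclusive = mean reaches 50% but only one of two replicates passes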;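 also: firefly luciferase signal divided by Alamar Blue viability fluorescence both relative to DMSO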
RAD52 anneal inh = inhibitors of human RAD52 DNA annealing | P43351 | recombinant RAD52 DNA annealing, FRET fluorescence | inhibition, % at 18.7 µM | hit rate 0.46% among 360,000 | AID 651710;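 active = every replicate showing at least 50% inhibition; inconclusive = mean inhibition at least 50% but not in every replicate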
E-sel inducer = induces E-selectin expression in human endothelial cells; P16581; HUVEC E-selectin immunofluorescence imaging; normalized: neutral wells 0, TNF-alpha wells 100; activation, % at 7.58 µM; hit rate 0.37% among 260,000;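 active = mean E-selectin-positive cell signal at least 10% of the positive control, reached in at least 60% of replicates, without over 20% cell loss; inconclusive = no rule given, readout overlaps actives, possibly toxicity-flagged; inactive = the rest, including those meeting only one limit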;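 also: in these data hits start at about 27%; measured in HUVEC primary endothelial cells; signal is the percent of cells scored E-selectin positive by PE staining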
Target sequence (P16581 whole entry, looked up): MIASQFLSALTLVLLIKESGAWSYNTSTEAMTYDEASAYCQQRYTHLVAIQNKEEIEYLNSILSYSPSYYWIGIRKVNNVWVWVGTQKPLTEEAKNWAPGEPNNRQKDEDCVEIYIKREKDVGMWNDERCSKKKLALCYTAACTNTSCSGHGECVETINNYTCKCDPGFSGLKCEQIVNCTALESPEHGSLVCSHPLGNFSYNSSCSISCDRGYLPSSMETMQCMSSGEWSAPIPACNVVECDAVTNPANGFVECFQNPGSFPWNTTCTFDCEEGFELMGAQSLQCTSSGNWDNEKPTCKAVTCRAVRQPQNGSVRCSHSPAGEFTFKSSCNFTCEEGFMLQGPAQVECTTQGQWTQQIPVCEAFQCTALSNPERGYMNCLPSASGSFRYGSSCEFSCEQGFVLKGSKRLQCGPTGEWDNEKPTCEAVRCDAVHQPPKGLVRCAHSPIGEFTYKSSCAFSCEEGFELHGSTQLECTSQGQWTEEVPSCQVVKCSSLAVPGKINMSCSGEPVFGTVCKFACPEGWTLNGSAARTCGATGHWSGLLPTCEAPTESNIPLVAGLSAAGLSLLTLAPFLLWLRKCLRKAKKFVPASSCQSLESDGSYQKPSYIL
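Test system: HUVEC | Signal: Immunofluorescence imaging | Read-out: Percent E-selectin-positive cells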
RAD54 branch = inhibitors of human RAD54 branch migration; hit rate 0.14% among 360,000; AID 602329; Q92698; RAD54 Holliday junction branch migration, FAM/BHQ fluorescence; inhibition, % at 10.4 µM;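 active = mean normalized replicate activity at least 40 and at least half of replicates scoring 40 or more; inconclusive = only one of the two criteria met; inactive = mean below 40 and under half of replicates reaching 40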;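 also: 0% = median of neutral control wells and 100% = median of positive control wells; inhibitors cause a drop in the FAM fluorescence signal; in these data hits start at about 50%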
FN deposition inh = fibronectin deposition inhibition | AH1F fibroblasts, Alexa488-fibronectin deposition fluorescence, overnight | inhibition, % at 12.6 µM | hit rate 0.086% among 350,000;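 active = mean inhibition across replicates of 30% or more, regardless of how many single replicates reach that level; inconclusive = mean under 30% yet at least half of replicates reach 30%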;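 also: positive control wells lacked labelled fibronectin entirely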
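Material: AH1F fibroblast monolayer depositing Alexa488-labelled fibronectin into matrix | Input: 10000 AH1F cells/well | Medium: DMEM plus 2% serum, read in PBS | Reagent: Alexa488-fibronectin, 24 nM final in well | Compound dosing: One dose per compound, pinned | Schedule: 1 h adhesion, overnight exposure | Measured by: Fluorescence at 485 nm excitation, 525 nm emission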
An asterisk follows results filed as active; u = inconclusive; x = not tested or not shown.

SMILES	esBAF inh	Xi reactivation	S100A4 inh HTS	EWS-Fli block	RAD52 anneal inh	E-sel inducer	RAD54 branch	FN deposition inh
COc1ccc(NC(=O)N(C)C[C@@H]2Oc3c(NS(=O)(=O)c4ccc(OC)cc4)cccc3C(=O)N([C@H](C)CO)C[C@H]2C)cc1	1	0.2	1	4	-5	-0.1	-1	x
N#Cc1nccnc1S(=O)(=O)c1cccs1	x	1.0	-4	16	-24	0.3	x	40*
CCCN(C)C[C@@H]1Oc2cc(-c3ccccc3)ccc2S(=O)(=O)N([C@H](C)CO)C[C@@H]1C	-4	-0.3	-10	1	4	0.4	-8	-4
C[C@@H]1CN([C@H](C)CO)S(=O)(=O)c2ccc(-c3ccc(C#N)cc3)cc2O[C@@H]1CN(C)C	-3	-2.0	-2	-2	11	-0.2	-1	x
Cc1ccc(-c2cc(-c3ccccc3)nc(NN)n2)cc1	-2	0.0	-4	7	-14	x	7	14
O=C(NCCc1c[nH]c2ccccc12)C(=O)NCC1OCCN1S(=O)(=O)c1ccc(F)cc1 (stereo not given)	-5	0.1	-3	34	-12	0.1	6	0
Cc1noc(C)c1NC(=O)N(C)C[C@@H]1Oc2ccc(NS(=O)(=O)c3cccs3)cc2C(=O)N([C@@H](C)CO)C[C@@H]1C	-3	0.1	0	-4	6	9.3	-6	x
C[C@H]1CN([C@@H](C)CO)C(=O)Cc2cc(NS(=O)(=O)c3ccccc3)ccc2O[C@H]1CN(C)C(=O)Nc1ccccc1	1	0.0	-2	-5	10	0.0	6	x
C[C@@H]1CN([C@@H](C)CO)C(=O)c2cccc(NS(=O)(=O)c3ccc(F)cc3)c2O[C@@H]1CN(C)Cc1ccc(C(=O)Nc2ccccc2N)cc1	-29	0.9	-1	55*	-3	12	-4	x
CCCC#CCN1CCN(C23CC4CC(CC(C4)C2)C3)CC1	3	0.0	4	-4	-21	0.1	4	2
C[C@H](CO)N1C[C@H](C)[C@@H](CN(C)CC2CC2)OCc2ccccc2-c2ccccc2C1=O	0	-0.2	1	-4	1	-1.6	1	-12
CC(C)c1ccc(NC2CCCN(C(=O)c3cccs3)C2)cc1 (stereo not given)	0	0.1	9	-17	2	x	16	6
C[C@H]1CCCCO[C@H](CN(C)S(=O)(=O)c2cccs2)[C@@H](C)CN([C@@H](C)CO)C(=O)c2cc(NC(=O)Cc3ccccc3)ccc2O1	5	0.1	x	4	x	0.1	5	x
OCCCn1c(C2CCCN2c2nc(-c3ccc(Cl)cc3)cs2)nc2cc(Cl)c(Cl)cc21 (stereo not given)	15	0.0	-3	6	-35	-0.2	0	-17
N#C[C@H]1[C@@H](c2ccc(C#CC3CCCC3)cc2)[C@@H](CO)N1S(=O)(=O)c1ccccc1	1	-0.1	2	9	43	1.8	-32	10
C[C@@H]1CN([C@@H](C)CO)C(=O)c2cccc(NS(=O)(=O)c3cccs3)c2O[C@H]1CN(C)Cc1ccc(C(=O)O)cc1	1	-0.1	0	-7	13	x	-6	x
C=CCCC(=O)NC1CC(C)(C)Cc2c1cnn2-c1cccc(F)c1 (stereo not given)	16	0.0	-2	-12	0	x	5	0
CCOC(=O)c1cc2sccc2n1CC(=O)Nc1ccc2c(c1)OCCO2	13	x	-4	x	-9	x	6	x
C[C@@H]1CCCCO[C@@H](CN(C)C(=O)Nc2ccc(C(F)(F)F)cc2)[C@H](C)CN([C@@H](C)CO)C(=O)c2cc(NS(=O)(=O)c3ccc(Cl)cc3)ccc2O1	-1	-1.1	-4	1	-7	0.3	-4	x
CCOC(=O)C1(CCOc2ccccc2)CCN(Cc2cnc(SC)nc2)CC1	-7	0.0	0	-1	-17	x	-8	x
CN1CCN(S(=O)(=O)c2csc(C(N)=O)c2)CC1	-5	0.1	-7	6	-9	x	4	6
O=C(CCc1nnc2ccc(NCc3ccccc3Cl)nn12)NCC1CCN(C2CCCC2)C1 (stereo not given)	-2	0.2	-5	x	-17	x	0	2
CCN(CC(=O)N(CC(C)C)c1c(N)n(CC(C)C)c(=O)[nH]c1=O)Cc1nc2ccccc2c(=O)[nH]1	-11	0.0	-3	3	-36	12	x	-6
Cc1ccc(Nc2nc(N)nc(CSc3nnc(C)s3)n2)cc1	32	0.4	-6	-94	-11	-1.0	x	-7
O=S(=O)(NC[C@H]1N[C@H](CO)[C@H]1c1ccccc1)c1ccccc1	-3	0.2	-7	-3	-48	0.1	-2	-12
O=C(O)c1ccc2c(=O)n(-c3ccccc3F)c(=S)[nH]c2c1	x	0.0	-3	-1	-16	11	x	5
C[C@H]1CN([C@@H](C)CO)S(=O)(=O)c2ccc(C#CC3CC3)cc2O[C@@H]1CN(C)Cc1ccccc1F	1	-0.5	4	24	3	-0.3	-2	-21
COc1cccc(NC(=O)C(=O)NCCC2CCCCN2S(=O)(=O)c2cccs2)c1 (stereo not given)	60*	0.0	-2	-135	-8	0.0	x	3
Cc1ccc(C(=O)NCc2ccco2)c(C)c1	3	0.1	-5	-3	-14	0.6	12	-3
CCOC(=O)Cc1nnc(NC(=O)CSc2nc3ccccc3[nH]2)s1	x	0.1	1	1	-13	2.7	x	-3
Cc1ccc(-n2c(SCC(N)=O)nc(O)cc2=O)cc1	-5	0.2	-10	6	-95	0.0	-18	-1
Nc1ccc(S(=O)(=O)Nc2ccc(Cl)nn2)cc1	-4	0.0	22	15	-2	x	-3	10
C[C@@H]1CN([C@H](C)CO)C(=O)c2cc(NC(=O)Nc3ccc(F)cc3)ccc2O[C@H]1CN(C)C	-2	-1.4	-5	-13	12	-0.1	4	x
COc1ccc(-c2nnc(SCC(=O)N3CCOCC3)o2)cc1OC	8	0.2	-1	-16	-2	1.4	0	-5
CCCN(C)C[C@H]1Oc2cc(C#CC3(O)CCCC3)ccc2S(=O)(=O)N([C@@H](C)CO)C[C@H]1C	4	-0.6	15	5	12	-0.2	4	x
CCc1ccc(/C=C2\SC(=S)N(CCC(=O)NC3=NCCS3)C2=O)cc1	x	0.3	2	41	-177	x	x	0
O=C(Nc1nc2ccccc2s1)C1=NN(c2ccccc2)C(=O)CC1	x	-0.1	1	6	-13	x	x	1
COc1ccc(NC(=O)COC(=O)c2c(NC(C)=O)sc(C)c2C)cc1	8	-0.1	-10	-10	-10	5.3	0	-3
CCCCN(C(=O)CCCc1nc2ccccc2s1)c1c(N)n(CCCC)c(=O)[nH]c1=O	1	0.0	1	-4	-9	0.5	6	0
CCOC(=O)[C@]12CCCC=C1N(Cc1ccccc1)C(=O)[C@H](CC(=O)NCCCN1CCCC1=O)C2	x	0.1	0	1	-19	-0.2	x	3
O=C(NC1=NCCS1)c1cc(-c2ccc(-c3ccccc3)cc2)nc2ccccc12	x	0.1	6	-43	-12	-0.1	x	-6
Cn1c2ccccc2c2cnn(CC(=O)Nc3cccc(F)c3)c(=O)c21	x	0.1	2	6	2	-0.2	14	7
CCN(CC)S(=O)(=O)c1ccc(C)c(NC(=O)COC(=O)[C@@H]2CCCN2C(=O)c2cccs2)c1	x	0.4	-1	10	-26	6.9	x	3
C[C@@H]1CN([C@H](C)CO)C(=O)CCCn2nncc2CO[C@H]1CN(C)C(=O)Nc1ccccc1C(F)(F)F	1	-0.1	7	1	18	-0.2	2	0
CCOC(=O)N1CCN(C(=O)CCc2cc(OC)c(OC)c(OC)c2)CC1	-8	0.3	1	-4	2	-4.0	4	-1
CN(C)CC(=O)Nc1ccc2c(c1)[C@H]1C[C@@H](CC(=O)NCc3ccc(Cl)cc3)O[C@@H](CO)[C@H]1O2	1	-0.1	30	0	4	-0.1	-2	-33
CC1CCN(S(=O)(=O)c2cnc(Cl)c(Br)c2)CC1	-1	0.2	0	20	-17	x	x	-2
CC1CCN(S(=O)(=O)c2cc3c4c(c2)C(C)C(=O)N4CCC3)CC1 (stereo not given)	-1	-0.1	1	4	-7	x	2	3
C/C=C/c1ccc([C@@H]2[C@@H](CO)N(c3nc(CC)cs3)[C@H]2C#N)cc1	1	0.1	6	6	-19	0.8	11	-9
Cc1cccc(NC(=O)c2ccc(C)c(S(=O)(=O)N3CCOCC3)c2)n1	10	-0.1	9	-16	-1	0.1	1	-5

Further entries.
SMILES	esBAF inh	Xi reactivation	S100A4 inh HTS	EWS-Fli block	RAD52 anneal inh	E-sel inducer	RAD54 branch	FN deposition inh
O=C(c1cccnc1)N1CCN(S(=O)(=O)c2cccc(Cl)c2)CC1	x	0.0	3	x	-4	0.7	4	x
O=C(NCCc1ccccn1)c1ccc(NS(=O)(=O)c2ccc(F)cc2)cc1	29	0.1	-2	15	-13	x	1	-13
CC1(C)CC(NC(=O)C(=O)NCCc2ccc(Cl)cc2)CC(C)(C)N1	x	0.2	0	9	-6	3.2	x	-1
O=C(NC1CCCCC1)c1cc2c(cc1Cl)N1CCCCCC1=NS2(=O)=O	1	0.0	-2	-4	-8	u	11	5
C=CCSc1nc(C)cc2c1C(=O)OC2	-10	0.0	1	12	-4	-0.1	-10	1
CC(C)CC(=O)Nc1nnc(SCC(=O)NC2CCCCC2)s1	0	0.0	-6	x	-15	-0.5	2	x
Cc1cccc(NC(=O)Nc2ccccc2[N+](=O)[O-])n1	24	0.2	-4	-25	1	x	-4	5
CCCNC(=O)N1[C@H](CO)[C@@H](c2ccc(C3=CCCC3)cc2)[C@@H]1CN(C)C(C)=O	-6	0.0	x	-13	x	0.2	0	10
